BAZ2B block – BAZ2B (human) inhibition; Q9UIF8; AlphaScreen BAZ2B-H3K14Ac peptide displacement; Potency, µM (doses to about 114 µM), for inactives: top-dose activity change, negative = inhibition, actives largely listed as inhibitors; 4.4% of 360,000 active; AID 504333; also: % is scaled to controls: 0 for no effect and ±100 for the full control effect; nearly all actives have a fitted effect of over 60% in size
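Compounds, titrated to a top concentration of 110 uM, were incubated 30 min at room temperature with preformed BAZ2B/acetyl-K14 H3 peptide complex (50 nM each). Proximity signal was measured by AlphaScreen after 20 min with beads.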
JMJD2A Tudor – blocks the human JMJD2A Tudor domain; AID 504339; 4.4% of 390,000 active; O75164; AlphaScreen JMJD2A-Tudor / H3K4me3 peptide binding; Potency, µM (top dose mostly 114 µM), for inactives: at the highest dose activity change, negative = inhibition, usual class: inhibitors; also: % is scaled to controls: 0 for no effect and ±100 for the full control effect; nearly all actives have a fitted effect of over 50% in size
POLH inh – blocks human DNA polymerase eta activity. Q9Y253. recombinant Pol eta, fluorescent DNA replication assay. Potency, µM (titrated, usually from 114 µM), for inactives: at the highest dose activity change, negative = inhibition, most hits filed as inhibitors. 1.2% of 390,000 active. AID 588591; also: % is scaled to controls: 0 for no effect and ±100 for the full control effect
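Pol eta (10 nM) was preincubated with compounds for 15 min at room temperature, after which fluorescent replication substrate (50 nM final) was added to start the reaction. Fluorescence was read kinetically at 0 and 10 min.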
G9a inh – blocks human histone lysine methyltransferase G9a. Q96KQ7. 8.8% of 350,000 active. G9a H3K9 monomethylation, AlphaScreen, 2 h. AID 504332. Potency, µM (doses to about 102 µM), inactives show at the highest dose activity, negative = inhibition, most hits filed as inhibitors; also: % is scaled to controls: 0 for no effect and ±100 for the full control effect; nearly all actives have a fitted effect of over 75% in size
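Quantitative HTS format: methyltransferase activity on a biotin-tagged H3K9 peptide is measured by AlphaScreen, using a rabbit anti-monomethyl-H3K9 antibody with streptavidin donor and anti-IgG acceptor beads. Final levels are 20 nM enzyme, 500 nM peptide, 20 uM SAM; 2 h RT.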
APEX1 inh – APE1 (human) endonuclease inhibition; P27695; recombinant APE1, TAMRA/BHQ-2 abasic DNA cleavage fluorescence; Potency, µM (doses to about 65.8 µM), for the others: at the top dose activity change, negative = inhibition, actives largely listed as inhibitors; 0.35% of 350,000 active; AID 2517;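 also: plate controls were vehicle for no effect and reference inhibitor for full effect; nearly all actives have a fitted effect of over 55% in size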
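Step 1: APE1 (0.75 nM) with compound, 15 min RT. Step 2: add 50 nM fluorophore/quencher THF duplex. Step 3: three fluorescence reads 60 s apart (525/598 nm); read 3 minus read 1 = reaction progress.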
POLK inh – inhibitors of human DNA polymerase kappa; Potency, µM (series often up to 107 µM), for the others: at the highest dose activity, negative = inhibition, actives largely listed as inhibitors; AID 588579; purified Pol kappa, fluorescent DNA synthesis assay, 10 min; 0.53% of 400,000 active; Q9UBT6; also: % is scaled to controls: 0 for no effect and ±100 for the full control effect
Target sequence (Q9UBT6 whole entry, looked up): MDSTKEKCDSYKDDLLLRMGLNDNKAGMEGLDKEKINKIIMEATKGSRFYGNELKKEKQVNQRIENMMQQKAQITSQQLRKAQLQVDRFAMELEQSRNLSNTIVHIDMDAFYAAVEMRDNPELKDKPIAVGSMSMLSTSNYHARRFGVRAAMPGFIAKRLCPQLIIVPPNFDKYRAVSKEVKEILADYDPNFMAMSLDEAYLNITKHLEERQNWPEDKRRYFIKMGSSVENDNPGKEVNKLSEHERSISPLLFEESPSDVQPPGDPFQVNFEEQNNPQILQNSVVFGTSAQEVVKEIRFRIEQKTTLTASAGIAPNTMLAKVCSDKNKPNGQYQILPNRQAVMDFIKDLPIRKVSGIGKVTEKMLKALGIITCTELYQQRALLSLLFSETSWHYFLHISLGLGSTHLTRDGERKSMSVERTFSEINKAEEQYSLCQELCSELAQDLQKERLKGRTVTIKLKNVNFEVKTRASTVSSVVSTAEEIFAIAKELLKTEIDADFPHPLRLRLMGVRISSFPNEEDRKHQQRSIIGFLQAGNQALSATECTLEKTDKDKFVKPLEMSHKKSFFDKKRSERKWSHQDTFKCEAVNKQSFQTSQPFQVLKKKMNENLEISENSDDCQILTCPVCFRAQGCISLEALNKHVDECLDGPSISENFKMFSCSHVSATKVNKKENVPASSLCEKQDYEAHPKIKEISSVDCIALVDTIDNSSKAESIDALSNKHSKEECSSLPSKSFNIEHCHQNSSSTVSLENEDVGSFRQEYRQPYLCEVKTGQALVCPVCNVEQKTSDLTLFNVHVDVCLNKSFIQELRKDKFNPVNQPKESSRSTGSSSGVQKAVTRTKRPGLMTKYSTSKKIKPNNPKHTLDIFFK
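10 nM Pol kappa was preincubated with compounds for 15 min at room temperature. Reaction started with 50 nM (final) substrate. Fluorescence read kinetically at 0 and 10 min.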
POLB inh – inhibitors of human DNA polymerase beta | Potency, µM (top dose mostly 114 µM), for inactives: at the top dose activity change, negative = inhibition, actives largely listed as inhibitors | 1.3% of 340,000 active | Pol beta primer extension/strand displacement, fluorescence kinetic | P06746; also: % is scaled to controls: 0 for no effect and ±100 for the full control effect
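Pol beta (10 nM) and compounds were preincubated 15 min at room temperature, then 50 nM substrate (final) started primer extension/strand displacement. Reads were taken at 0 and 10 min; concentration-response data were fitted to a four-parameter Hill equation.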
POLI inh – blocks human DNA polymerase iota activity. Q9UNA4. Pol iota fluorescent replication assay, 10 min. Potency, µM (doses to about 115 µM), for the others: at the top dose activity, negative = inhibition, actives largely listed as inhibitors. 1% of 390,000 active
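Pol iota at 10 nM preincubated 15 min with compounds at room temperature; reaction started with fluorescent substrate, 50 nM final. Fluorescence read kinetically at 0 and 10 min; buffer-only wells as negative control.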
BLM inh – Bloom syndrome helicase (human) inhibition; P54132; recombinant BLM DNA unwinding, fluorescence dequenching; Potency, µM (series often up to 56.1 µM), for the others: at the top dose activity change, negative = inhibition, usual class: inhibitors; 0.2% of 350,000 active; AID 2528;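 also: plate controls were vehicle for no effect and no enzyme for full effect; nearly all actives have a fitted effect of over 35% in size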
An asterisk follows results filed as active; & = joins results of further samples; [ ] = another dose, or the depositor's remark. Calls follow the shape of the dose curve; as a rule, active = well fitted curve in the direction sought with a large enough effect; inconclusive = small, poorly fitted or top-dose-only effect, or another doubt; inactive = no such curve, though single readings can be large; an effect the other way counts as inactive or inconclusive. Potency is read from the fitted curve at half-maximal effect. This is a subset; the hit share may differ from the screen's.

`Cc1cc2ncn(CC(O)COC3CCCCC3)c2cc1C` (stereo unspecified) gave JMJD2A Tudor -12.4%, POLH inh -17.1%, G9a inh 6.4%[59 µM], APEX1 inh 2.4%, POLK inh 2.7%, POLB inh 7.5%, POLI inh 12.3% and BLM inh -3.9%.
CCc1ccc(NS(=O)(=O)c2ccc(OC)c(C)c2)cc1 was read as BAZ2B block 3.0%, JMJD2A Tudor -7.9%, POLH inh -17.5%, G9a inh -1.0%[12.7 µM], APEX1 inh -5.2%, POLK inh -15.3%, POLB inh 10.9%, POLI inh 16.8% and BLM inh -13.5%.
For NS(=O)(=O)c1ccc(N=Cc2c(O)c3ccccc3oc2=O)cc1 the results were BAZ2B block -18.4%, JMJD2A Tudor -8.3%[11.4 µM], POLH inh -17.9%, G9a inh inconclusive, APEX1 inh 2.7%, POLK inh -3.8%, POLB inh 29.3%, POLI inh 36.4%[activator] and BLM inh -1.1%.
Screening Cn1nnnc1SCC(=O)N1CCN(Cc2ccccc2)CC1 returned BAZ2B block 7.9%, JMJD2A Tudor -0.7%, POLH inh -5.1%, G9a inh 3.4%[59 µM], APEX1 inh -0.2%, POLK inh -19.9%, POLB inh -20.7%, POLI inh 18.9% and BLM inh -1.6%.
`CC(=O)c1c(C)oc2c(Br)cc(NS(=O)(=O)c3ccc(Br)cc3)cc12` gave BAZ2B block 0.5%, JMJD2A Tudor -13.8%, POLH inh -25.4%, G9a inh inconclusive, POLK inh -2.6%[60.1 µM], POLB inh inconclusive, POLI inh 79.4µM* and BLM inh -4.1%.
Cc1ccc2c(c1)c(Sc1ccccc1)c(CC(=O)O)n2C was read as BAZ2B block -3.7%, JMJD2A Tudor -7.5%, POLH inh -6.0%, G9a inh -13.5%[59 µM], APEX1 inh -6.0%, POLK inh 6.4%, POLB inh inconclusive, POLI inh 28.3% and BLM inh -1.3%.
O=C(CCN1C(=O)[C@@H]2Cc3ccccc3CN2C1=O)N[C@H](C(=O)O)c1ccccc1 was read as BAZ2B block -3.6%, JMJD2A Tudor 3.5%, POLH inh -18.1%, G9a inh -39.6%, APEX1 inh 32.1%, POLK inh -1.9%, POLB inh -1.9%, POLI inh 13.1% and BLM inh 0.1%.
CCOc1cc(S(=O)(=O)NCCc2c(C)[nH]c3ccc(C)cc23)ccc1Br was read as BAZ2B block inconclusive, JMJD2A Tudor inconclusive, POLH inh -18.3%, G9a inh inconclusive, POLK inh 4.1%, POLB inh 0.8%, POLI inh 21.1% and BLM inh -14.7%.
`CN1CCN(C(=O)c2ccccc2NC(=O)C(C)(C)C)CC1` gave BAZ2B block 8.0%, JMJD2A Tudor -5.6%, POLH inh 6.4%, G9a inh -3.3%[59 µM], APEX1 inh 3.3%, POLK inh 0.0%, POLB inh 30.1%, POLI inh 22.3% and BLM inh 6.1%.
COc1ccc(OC)c(NC(=O)CN2C(=O)COc3ccc(S(=O)(=O)NC4CCCC4)cc32)c1 was read as BAZ2B block 2.2%, JMJD2A Tudor -12.5%, POLH inh -25.9%, G9a inh 6.3%[59 µM], POLK inh -11.2%[60.1 µM], POLB inh 21.0%, POLI inh -1.0% and BLM inh 4.3%.
For Cc1cc(C)c2cc(C=O)c(Cl)nc2c1 the results were BAZ2B block -13.5%, JMJD2A Tudor 4.1%, POLH inh inconclusive, G9a inh -11.1%[59 µM], APEX1 inh 5.1%, POLK inh -14.9%, POLB inh 0.7%, POLI inh 15.0% and BLM inh -0.4%.
`OC1c2cc(Br)ccc2N=C2CCCN21` (stereo unspecified) gave BAZ2B block 22.6%, JMJD2A Tudor -10.4%, POLH inh -3.8%, G9a inh -4.7%, APEX1 inh -10.6%, POLK inh -17.9%, POLB inh 10.3%, POLI inh -14.7% and BLM inh 0.5%.
`O=[N+]([O-])c1cc([N+](=O)[O-])c(Oc2c(F)cccc2F)cc1NN1CCCCC1` gave BAZ2B block inconclusive, JMJD2A Tudor inconclusive, POLH inh -4.9%, G9a inh -47.9%, APEX1 inh 11.5%, POLK inh 6.9%, POLB inh 4.6%, POLI inh 4.4% and BLM inh -0.5%.
For COc1ccc(C(=O)Nc2nnc(SCC(=O)NCc3ccco3)s2)cc1OC the results were BAZ2B block -2.6%, JMJD2A Tudor -5.1%, POLH inh -3.1%, APEX1 inh -8.6%, POLK inh -16.0%, POLB inh 1.1%, POLI inh 0.8% and BLM inh 2.6%.
`O=C(CCNC(=O)c1ccc(Cl)cc1)NCC(c1ccco1)N1CCCCC1` (stereo unspecified) gave BAZ2B block 1.7%, JMJD2A Tudor -14.3%, POLH inh -11.7%, G9a inh 2.7%[0.501 µM], APEX1 inh -2.2%, POLK inh -7.9% and POLI inh 27.9%.
`O=C(CNC(=O)C12CC3CC(CC(C3)C1)C2)NC1=NCCS1` gave BAZ2B block -6.4%, JMJD2A Tudor -22.1%, POLH inh -9.0%, G9a inh 11.7%[59 µM], APEX1 inh -0.7%, POLK inh -1.2%, POLB inh -8.2%, POLI inh 30.1%[activator] and BLM inh 0.4%.
O=C1CC(N2CCN(S(=O)(=O)c3ccccc3F)CC2)C(=O)N1c1ccc(F)cc1F (stereo unspecified) was read as JMJD2A Tudor -6.9%, POLH inh -4.1%, APEX1 inh 18.4%, POLK inh 1.2% and POLI inh 9.8%.
Cc1cc(C)c(C#N)c(SCCS(=O)(=O)Cc2ccccc2)n1 was read as BAZ2B block -4.5%, JMJD2A Tudor -3.1%, POLH inh -6.8%, G9a inh 2.6%[59 µM], APEX1 inh 3.1%, POLK inh -4.8%, POLB inh -11.1%, POLI inh -12.9% and BLM inh 1.1%.
`Cn1cc([N+](=O)[O-])c(C(=O)N/N=C/c2ccc([N+](=O)[O-])cc2)n1` gave BAZ2B block -2.7%, JMJD2A Tudor -18.2%, POLH inh -6.3%, G9a inh 21.4%, APEX1 inh -4.1%, POLK inh 0.8%, POLB inh 15.9%, POLI inh 12.2% and BLM inh 2.3%.
Screening O=C(/C=C/c1ccc(F)cc1)NCc1cccs1 returned BAZ2B block 11.8%, JMJD2A Tudor -7.4%, POLH inh -19.0%, G9a inh 7.5%[59 µM], APEX1 inh 8.6%, POLK inh -0.5%, POLB inh 12.6%, POLI inh 8.6% and BLM inh 2.9%.
Screening CC1(C)CC(=O)c2cc(-c3nc(-c4ccccc4)cs3)c(=O)[nH]c2C1 returned BAZ2B block 3.3%, JMJD2A Tudor -13.7%, POLH inh -14.4%, G9a inh -49.1%[59 µM], POLK inh -15.8%, POLB inh 0.0%, POLI inh 31.8%[activator] and BLM inh 2.0%.
Screening CCCCCCN(C(=O)CCCCCN1C(=O)NC(c2ccc(-c3ccccc3)cc2)C(C(=O)OCc2ccccc2)=C1C)C(C(=O)NCCCC)c1ccc(O)c(C(=O)OC)c1 (stereo unspecified) returned BAZ2B block 2.9%, G9a inh -8.5%[12.7 µM], APEX1 inh 12.4%&2.0%, POLB inh -12.5% and BLM inh -3.4%&-4.2%.
CC(C)(C)N=C1C([N+](=O)[O-])=CC=C2C1=NC1(CCCCC1)N2O was read as BAZ2B block 5.62µM*, JMJD2A Tudor 6.31µM*, POLH inh -11.0%, G9a inh 3.55µM*, APEX1 inh -2.9%, POLK inh -17.2%, POLB inh 10.0%, POLI inh -7.2% and BLM inh -10.4%.
For C=CCN1C(=O)c2ccc(C(=O)OCC(=O)N3CCN(c4ccccc4)CC3)cc2C1=O the results were BAZ2B block -23.5%, JMJD2A Tudor 4.1%, POLH inh -13.2%, G9a inh inconclusive, APEX1 inh 14.0%, POLK inh -5.8% and POLI inh 8.6%.
`Cc1ccc(C(=O)NCC(=O)N/N=C/c2cccs2)cc1C` gave BAZ2B block -11.0%, JMJD2A Tudor 0.7%, POLH inh -16.7%, G9a inh 7.9%, APEX1 inh 25.9%, POLK inh 3.9%, POLB inh -1.9%, POLI inh 38.8% and BLM inh 2.1%.
Screening C=CCN(C(=O)C1=NN(C2CCS(=O)(=O)C2)C(=O)CC1)c1nc(-c2ccc([N+](=O)[O-])cc2)cs1 (stereo unspecified) returned BAZ2B block -22.7%, JMJD2A Tudor -20.3%, POLH inh -1.2%, G9a inh -50.0%, APEX1 inh -4.0%, POLK inh -8.8%, POLB inh 34.7%, POLI inh -2.8% and BLM inh -1.3%.
Cc1cc(C)n2nc(C)c(-c3ccccc3)c2n1 was read as JMJD2A Tudor 22.5%, POLH inh -26.7%, POLK inh 6.8% and POLI inh -5.4%.
Screening CC1CCN(CCCNC(=O)c2ccc3c(=O)n(CCc4ccccc4)c(=O)[nH]c3c2)CC1 returned BAZ2B block 11.7%, JMJD2A Tudor -2.7%, POLH inh -2.4%, G9a inh 17.8%[12.7 µM], APEX1 inh 11.7%, POLK inh -10.8%, POLB inh 26.2%, POLI inh 44.8%[activator] and BLM inh -0.1%.
For CCCCNS(=O)(=O)c1ccc2nc(-c3cccnc3)cc(C(=O)NC3CCCC3)c2c1 the results were BAZ2B block -18.1%, JMJD2A Tudor 6.7%, POLH inh -6.4%, G9a inh -2.2%, APEX1 inh -0.7%, POLK inh -3.3%, POLB inh 8.1%, POLI inh 19.8% and BLM inh -2.3%.
`CCOC(=O)c1c(-c2ccc(OC)cc2)cn2ccccc12` gave BAZ2B block -2.7%, JMJD2A Tudor 4.8%, POLH inh -8.1%, G9a inh -6.8%, APEX1 inh 19.8%, POLK inh -8.0%, POLB inh inconclusive, POLI inh -7.7% and BLM inh -2.3%.
For N#CC(C#N)=C1C=CC=CN1/C(=C\c1ccco1)C(=O)c1ccc(Cl)cc1 the results were BAZ2B block inconclusive, JMJD2A Tudor inconclusive, POLH inh -12.7%, G9a inh inconclusive, APEX1 inh 5.3%, POLK inh -19.4%, POLB inh 0.8%, POLI inh inconclusive and BLM inh -12.2%.
For O=c1c2ccccc2nnn1CSc1nnc(-c2cccs2)n1Cc1ccccc1 the results were BAZ2B block -3.5%, JMJD2A Tudor inconclusive, POLH inh 2.2%, G9a inh 17.8%[59 µM], APEX1 inh 1.7%, POLK inh -7.7%, POLB inh -1.0%, POLI inh 11.7% and BLM inh 1.8%.

High-throughput results as filed in PubChem BioAssay.
